# Source: PubChem BioAssay (several laboratories)
# DUSP3 inh – inhibitors of human VHR1 phosphatase (DUSP3); 290,000 tested, 0.52% active; inhibition, % at 13.3 µM; AID 1654; recombinant VHR phosphatase, pNPP absorbance; P51452; in the data active = inhibition above about 50%; note: some compounds called inactive have numbers as strong as hits
# Target sequence (P51452 whole entry, looked up): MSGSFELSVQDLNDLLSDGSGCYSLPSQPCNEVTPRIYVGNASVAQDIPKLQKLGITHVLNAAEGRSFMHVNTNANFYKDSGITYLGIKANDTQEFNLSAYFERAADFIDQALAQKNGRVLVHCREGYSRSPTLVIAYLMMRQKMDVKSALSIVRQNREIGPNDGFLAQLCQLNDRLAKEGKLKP
# CCHFV vOTU inh – blocks the CCHF virus ovarian tumor domain protease; CCHFV vOTU protease, Pep-AMC fluorescence; inhibition, % at 11.5 µM; 370,000 tested, 0.55% active; AID 651958; in the data active = inhibition above about 30%; note: 0% = vehicle wells with enzyme and 100% = no enzyme wells
# BH1578 lux ind – inducers of Vibrio cholerae quorum light production without autoinducers; V. cholerae BH1578 lux reporter, luminescence, 6 h; activation, % at 18.7 µM; 350,000 tested, 0.16% active; AID 588436; in the data active = activation mostly above about 9.7%, no sharp cut-off; note: not every result past the cut was called active; inactives centre near 0; reference of the scale not given here
# TcdB GH inh – inhibitors of Clostridioides difficile toxin B glycohydrolase | P18177 | TcdB glycohydrolase enzymatic assay, plate reader | inhibition, % at 9.99 µM | 350,000 tested, 0.24% active; in the data active = inhibition above about 10%
# SARS 3CLpro inh – SARS-CoV 3CLpro protease inhibition; P0C6X7; recombinant SARS-CoV 3CLpro, quenched FRET peptide cleavage; inhibition, % at 6 µM; 290,000 tested, 0.14% active; in the data active = inhibition above about 12%
# PriA SSB inh – K. pneumoniae PriA-SSBct interaction inhibition; AlphaScreen SSBct-PriA binding, biotinylated peptide; inhibition, % at 33 µM; 430,000 tested, 0.6% active; in the data active = inhibition mostly above about 37%, no sharp cut-off; inactive = mostly below about 20%;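 note: plate controls were negative control peptide for no effect and reference peptide for full effect; strong numbers were not always called active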
# MazEF act – increases E. coli MazEF RNase cleavage of RNA | FAM/BHQ RNA-DNA oligo cleavage fluorescence, 5 h | activation, % at 20 µM | 350,000 tested, 0.32% active | AID 504720; in the data active = activation above about 50%
# Target sequence (P0AE70 whole entry, looked up): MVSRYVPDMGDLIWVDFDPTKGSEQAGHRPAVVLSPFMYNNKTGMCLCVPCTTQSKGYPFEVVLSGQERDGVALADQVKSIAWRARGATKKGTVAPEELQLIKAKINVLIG
# Yp Topo-I inh – Y. pestis Topo-I inhibition via cleavage products; AID 504884; Y. pestis Topo-I cleavage product accumulation, plate reader; 360,000 tested, 0.064% active; activity, % at 10 µM; in the data active = activity above about 50%, passing the limit was not always enough; note: inactives centre near 2
# Rv3671c inh – inhibits the M. tuberculosis serine protease Rv3671c. P9WHR9. inhibition, % at 5.96 µM. 320,000 tested, 0.048% active. AID 2606; in the data active = inhibition above about 38%;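 note: extracellular domain of Rv3671c used as enzyme; 0% = enzyme with DMSO and 100% = no enzyme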
# Target sequence (P9WHR9 whole entry, looked up, the tested form may be a part): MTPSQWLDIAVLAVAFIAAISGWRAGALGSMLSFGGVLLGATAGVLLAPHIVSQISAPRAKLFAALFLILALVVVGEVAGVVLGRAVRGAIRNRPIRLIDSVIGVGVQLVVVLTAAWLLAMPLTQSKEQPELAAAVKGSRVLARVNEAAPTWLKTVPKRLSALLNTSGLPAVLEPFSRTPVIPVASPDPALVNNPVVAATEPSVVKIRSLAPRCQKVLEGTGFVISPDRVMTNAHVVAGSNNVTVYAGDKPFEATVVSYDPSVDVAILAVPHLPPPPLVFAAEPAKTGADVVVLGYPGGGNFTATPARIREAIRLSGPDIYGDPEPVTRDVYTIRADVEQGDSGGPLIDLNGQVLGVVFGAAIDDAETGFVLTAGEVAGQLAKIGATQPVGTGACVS
# PrPC surface inh – reduces human prion protein on the cell surface; inhibition, % at 13.8 µM; AID 720596; cell surface PrPC, TR-FRET read-out; P04156; 370,000 tested, 0.43% active; in the data active = inhibition above about 24%; note: 0% = median of the test wells and 100% = reference compound wells
# Numbers without * were called inactive; i = inactive; nt = not tested or not shown; & = joins results of further samples.
SMILES,DUSP3 inh,CCHFV vOTU inh,BH1578 lux ind,TcdB GH inh,SARS 3CLpro inh,PriA SSB inh,MazEF act,Yp Topo-I inh,Rv3671c inh,PrPC surface inh
Cc1ccc(NC(=O)c2ccc3c(c2)S(=O)(=O)c2ccccc2C3=O)cc1S(=O)(=O)N1CCOCC1,7,-11,-0.3,1.5,4,-4,-5,-5,-11,0
O=C1CCc2cc(NS(=O)(=O)c3ccccc3)cc3c2N1CC3,nt,6,7.1,-3.4,nt,-2,5,4,13,2
COCCn1c(SCC(=O)Nc2ccc3c(c2)OCCO3)nc2ccccc2c1=O,nt,20,-0.2,1.6,nt,nt,-3,0,nt,-11
CC(C)c1nc(SCC(=O)N2CCN(c3ccccc3)CC2)c2c(=O)n(C)c(=O)n(C)c2n1,6,-1,i,2.1,-1,-1,10,8,nt,-3
c1coc(CNCC2OCCc3ccccc32)c1 (configuration not stated),29,-7,-5.0,nt,0,-14,-8,3,-3,1
Cc1ccc(C(=O)N/C(=C\c2ccc(-c3ccccc3[N+](=O)[O-])o2)C(=O)NCCN(C)C)cc1,40,29,-0.3,0.8,-5,-16,39,-25,-15,-18
CCCc1cc(Nc2ccccc2C)n2ncnc2n1,-28,-16,0.9,0.7,0,0,5,4,-1,-2
COc1ccc(NC(C)=O)cc1NC(C)C(=O)Nc1ccc(F)c(F)c1F (configuration not stated),22,-7,i,nt,-1,8,2,-7,0,1
Cn1c(Nc2ccccc2)nc2ccccc21,13,-5,i,0.5,-3,4,7,-3,5,6
CC(=O)Nc1c(N)c2ccccc2oc1=O,-1,-10,-0.2,1.0,2,-4,7,11,-3,2
CCCc1nnc(SCC(=O)N2CCCCC2C)n1CCOC (configuration not stated),34,1,i,0.9,5,-2,-28,-1,0,7
Cc1ccc2oc(=O)c3cnn(CC(=O)N(CCC(C)C)Cc4ccco4)c3c2c1,25,-2,-0.6,-1.0,-2,-9,3,6,0,-1
CC1CCC2(CC1)NC(=O)N(CC(=O)Nc1ccc3[nH]c(=O)[nH]c3c1)C2=O (configuration not stated),nt,0,i,0.8,nt,-2,6,5,-7,0
COCCNC(=O)c1c(N)n(CCC(C)C)c2nc3ccccc3nc12,22,-68,-0.5,nt,3,-28,-3,26,-124,-5
COc1cc(/C=C2\C(=N)N3N=C(S(C)(=O)=O)SC3=NC2=O)ccc1OC(=O)c1cccs1,-37,5,i,0.0,6,-7,11,7,-3,-6
CCOc1ccc(NC(=O)c2ccc(NC(=O)COC(=O)Cc3ccccc3)cc2)cc1,4,-18,-0.3,1.3,-8,-4,-8,3,-13,1
O=C(NCc1cc([N+](=O)[O-])ccc1O)c1cccnc1Sc1ccccc1,5,2,-0.4,-0.1,-4,2,1,1,-4,-7
O=C(Cc1csc(N2CCOCC2)n1)N/N=C/c1cccc(O)c1,7,nt,i,1.4,6,nt,-4,14,2,nt
COC(=O)c1[nH]c2cccc(OC)c2c1NC(=O)CN1CCN(c2cccc(OC)c2)C(C)C1 (configuration not stated),10,4,i,nt,-3,10,1,15,-1,0
COc1cccc(CNC(=O)CCS(=O)(=O)c2ccc3c(c2)NC(=O)C(C)S3)c1 (configuration not stated),7,6,i,1.4,-7,-13,-2,-3,7,4
Cc1nc(Cl)c(Cl)n1CCOc1ccccc1,-4,-9,-1.4,1.4,3,37,6,2,9,11
C#CCNC(=O)C1=C[C@@H](c2coc3ccccc3c2=O)C[C@@H](OCCCCO)O1,7,2,-1.2,2.7&0.4,0,-2,6,16,1,-2
NC(=O)c1cnn2c1NC(c1ccc(F)cc1)CC2C(F)(F)F (configuration not stated),-4,-4,-0.7,nt,-5,-14,9,2,-15,-7
O=C(Cn1cc(C(F)(F)F)ccc1=O)N/N=C/c1ccccc1O,5,-3,3.7,-7.1,3,nt,2,3,12,1
Brc1cccc(OCCN2CCOCC2)c1,-16,-16,i,-1.2,3,-11,5,-7,4,2
Cc1ccc(C(=O)Nc2cc(C(F)(F)F)ccc2-n2cncn2)o1,nt,5,i,1.0,nt,5,4,1,-5,-2
C/C(=N\Nc1ccc([N+](=O)[O-])cc1)c1ccc(N2CCOCC2)cc1,9,-3,-0.8,-0.1,-2,nt,-7,-2,9,-7
CC(=O)Nc1c(-c2cc(=O)oc3cc(C)ccc23)oc2ccccc12,-10,14,i,-0.4,-1,-8,1,0,nt,-31
CCOC(=O)C1CCCN(C(=O)c2ccc(OC)c([N+](=O)[O-])c2)C1 (configuration not stated),-4,-1,0.9,nt,-1,-6,-2,2,0,5
CCn1cc(C(=O)OCC(=O)c2cc(C)n(-c3cccc(C(F)(F)F)c3)c2C)c(=O)c2ccc(C)nc21,-26,7,-0.3,nt,0,-1,-10,27,-11,6
CCc1nc2c(OCC(N)=O)cccn2c1N(C)C(=O)c1ccc(OC)cc1,nt,1,-0.4,0.0,nt,nt,nt,1,nt,-2
CCOC(=O)C1CCN(C2=C(NS(=O)(=O)c3ccc(Cl)cc3)C(=O)c3ccccc3C2=O)CC1,0,4,i,0.6,1,12,-2,0,9,-57
CCN(CC)Cc1nc2sc(C)c(C)c2c(=O)[nH]1,14,3,i,3.5,-1,5,0,-2,-8,-12
COc1ccc(/C=C/C(=O)OCn2c(SC)nnc(C)c2=O)cc1OC,4,-8,-1.2,0.6,1,-2,0,7,4,0
Fc1ccccc1-c1nnc2ccc3ccccc3n12,4,22,i,0.6,2,-2,6,2,-2,15
O=C(NC(=S)Nc1ccccc1N1CCCC1)c1cccc(F)c1,18,5,0.0,2.9,0,-10,6,-9,-28,-5
CC(C(=O)NCC1CCCCC1)N1CCN(S(=O)(=O)/C=C/c2ccccc2)CC1 (configuration not stated),3,13,-0.3,nt,1,-2,2,33,7,2
CCOC(=O)N1CCC(NC(=O)CCc2c(C)nc3c(c(C)nn3-c3ccccc3)c2C)CC1,nt,-4,-0.3,0.6,nt,-9,-10,-5,nt,1
CC(=O)c1ccc(NC(=O)COC(=O)/C=C/c2cccs2)cc1,nt,-1,1.1,2.3,nt,-8,8,-4,-7,-2
COc1cc2c(cc1N)-c1ccc(N)cc1C2,nt,6,i,0.1,nt,-2,-83,-21,nt,-16
O=C(CSc1ccc(-c2cccc([N+](=O)[O-])c2)nn1)N1CCCC1,2,4,1.6,1.3,-2,0,1,0,7,-37
CN1C(=O)N(CC(=O)N2CCN(S(=O)(=O)c3ccc(Cl)s3)CC2)C(=O)C12CCCCC2,nt,2,-0.6,-1.6,nt,8,-1,33,7,5
CC1(C(=O)O)CCC(C(=O)Nc2ccc3ccccc3c2)C1(C)C (configuration not stated),21,-3,-1.4,nt,-3,-5,-1,-4,-1,-11
CSCC[C@H](Nc1ncnc2sc(C)c(C)c12)C(=O)O,16,-2,i,nt,-2,-1,0,-1,-1,11
COc1ccc2sc(N(CCCN(C)C)C(=O)c3ccc(S(=O)(=O)N(C)C4CCCCC4)cc3)nc2c1,nt,13,i,-0.5,nt,5&10,22,3,0,-9
CC1(C)Cc2ccccc2C(CSc2ccccc2C(=O)O)=N1,15,0,i,-0.8,4,16,-5,2,-8,-19
CN(c1ccc(OCC(=O)OCC(=O)Nc2ccc(Br)cc2)cc1)S(=O)(=O)c1cccs1,7,-22,-0.3,5.5,-4,5,-3,4,-120,0
Clc1ncc(CN2CCN(Cc3ccccc3)CC2)s1,11,-1,-0.8,nt,-2,3,-4,4,-4,-1
CCCNC(=O)Cc1cc(=O)[nH]c(=O)[nH]1,15,0,-0.2,-0.3,-9,-19,10,-6,6,-2
Cc1cccc(C)c1NC(=O)C1CC(=O)N(C(C)C)C1 (configuration not stated),21,-13,-0.6,nt,0,-11,0,-1,5,-6
O=C(c1ccc(Cl)cc1)c1cnc(-c2ccc(Cl)cc2)s1,23,1,-0.3,nt,-2,-16,-8,-1,-4,-3
CN(C(=O)CSc1nnc(-c2ccco2)n1C)C1CCCCC1,nt,1,i,1.4,nt,-28,-3,3,nt,-4
CCOc1ccc(/C=N/n2cnnc2)cc1,-8,8,-0.2,nt,-2,nt,1,-4,4,0
CC(C)N1C(=O)CC(Nc2cccc3cccc(N)c23)C1=O (configuration not stated),8,12,-0.9,1.0,1,10,4,-14,nt,-7
CCOC(=O)COc1ccc(/C=C2\NC(=S)N(CC)C2=O)cc1,8,8,-5.9,-1.5,7,-8,-3,-2,1,-10
O=C(N/N=C/C=C/c1ccccc1)c1cc(C2CC2)[nH]n1,-12,6,i,-0.5,-2,i,-4,-6,7,-6
S=c1[nH]nc(COc2ccccc2)n1/N=C/c1ccccc1Cl,26,-6,i,1.4,-2,nt,-10,-5,-7,-5
OC(C#CCN1CCCCC1)(c1ccccc1)c1ccccc1,11,5,i,-0.7,1,-14,4,10,-8,4
Cc1cc(C)c(NC(=O)Cn2nnc(C(=O)NCc3ccco3)c2N)c(C)c1,17,0,-0.8,1.4,1,-6,5,0,-6,-4
O=C(CSc1nnc(NC(=O)CN2CCOCC2)s1)Nc1ccccc1,10,-1,-0.9,nt,3,-7,2,1,-2,0

# One compound at a time (already shown).
# CN(c1ccc(OCC(=O)OCC(=O)Nc2ccc(Br)cc2)cc1)S(=O)(=O)c1cccs1 is listed with DUSP3 inh = 7; CCHFV vOTU inh = -22; BH1578 lux ind = -0.3; TcdB GH inh = 5.5; SARS 3CLpro inh = -4; PriA SSB inh = 5; MazEF act = -3; Yp Topo-I inh = 4; Rv3671c inh = -120; PrPC surface inh = 0
# Clc1ncc(CN2CCN(Cc3ccccc3)CC2)s1 is listed with DUSP3 inh = 11; CCHFV vOTU inh = -1; BH1578 lux ind = -0.8; TcdB GH inh = nt; SARS 3CLpro inh = -2; PriA SSB inh = 3; MazEF act = -4; Yp Topo-I inh = 4; Rv3671c inh = -4; PrPC surface inh = -1
# CN(C(=O)CSc1nnc(-c2ccco2)n1C)C1CCCCC1 is listed with DUSP3 inh = nt; CCHFV vOTU inh = 1; BH1578 lux ind = i; TcdB GH inh = 1.4; SARS 3CLpro inh = nt; PriA SSB inh = -28; MazEF act = -3; Yp Topo-I inh = 3; Rv3671c inh = nt; PrPC surface inh = -4

# (more compounds)
SMILES,DUSP3 inh,CCHFV vOTU inh,BH1578 lux ind,TcdB GH inh,SARS 3CLpro inh,PriA SSB inh,MazEF act,Yp Topo-I inh,Rv3671c inh,PrPC surface inh
CCOC(=O)c1cnn(-c2ncnc3sc(CC)cc23)c1N,32,2,i,nt,-3,-14,-5,-1,-7,-1
COc1cccc(N2CCN(CC(=O)Nc3ccccc3C(=O)NCCc3ccccc3)CC2)c1,nt,3,i,0.4,nt,5,-22,17,-4,-10
CCN(Cc1ccc2c(c1)OCCO2)C(=O)CSc1nc(C)nc2sc(C)c(C)c12,nt,-5,-2.1,-1.3,nt,8,-1,30,-4,-6
CCc1nc2ccc(C(=O)Nc3cc(-c4ccccc4)ccc3OC)cn2c1N(C)Cc1ccc(OC)cc1,nt,9,-0.4,0.4,nt,nt,nt,25,nt,4
Cc1cc(=O)oc2cc(OCC(=O)N3C[C@H]4C[C@@H](C3)c3cccc(=O)n3C4)c(Cl)cc12,13,-1,-0.4,0.1,2,nt,2,-5,9,-12
CSc1nc(C2CC2)cc(-c2cccs2)c1C#N,25,4,-0.5,0.7,2,-17,12,0,-7,-6
CC(=O)/C(=C/N(C)C)Sc1ccc(C)cc1,2,0,nt,nt,4,-2,-3,-1,5,-7
CC(=O)Nc1ccc(S(=O)(=O)Nc2nc3ccccc3nc2N2CCCCCC2)cc1,9,3,-1.4,nt,7,5,-5,-6,0,-6
O=C(NCCc1ccccc1)c1ccc(CS(=O)(=O)c2ccc(Br)cc2)o1,15,-2,-2.0,0.3,-3,-5,-1,-2,-2,7
C/C(=N/Nc1cc(-c2ccccc2)nc(-c2ccccc2)n1)c1ccc(O)cc1,10,12,-0.2,nt,3,nt,18,-30,-15,-3
CCOC(=O)CCCCC(=O)c1[nH]c(=O)[nH]c1C[n+]1ccc(C)cc1,3,-5,i,0.7,2,-4,-3,4,-11,1
Cc1cccc(NC2=NC(C)(C)N=C(N)N2)c1C,22,2,0.5,nt,-2,-10,-5,-3,-1,-5
O=C(Cn1ccc(=O)[nH]c1=O)Nc1ccc(C(=O)O)c(O)c1,6,1,i,-0.5,0,-22,4,-5,-1,10

# A portion of the library; the hit share may differ from the screen's.
